DAX1 inh-1: NR0B1 (DAX1) inhibition. AID 504766. inhibition, % at 6.75 µM. HEK293 Gal4-DAX1 luciferase reporter, luminescence. P51843. actives 0.99% (n = 340,000);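 active = inhibition above the mean over all tested compounds plus 3 SD, cut at about 4.2% in these data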;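 note: 0% = DAX1-transfected cells with DMSO and 100% = empty-vector control cells with DMSO; inhibition shows as a rise in luminescence from relieved DAX1 repression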
SMARCA2 activ: activators of SMARCA2 function; AID 652017; actives 1% (n = 370,000); activation, % at 9.1 µM; MG213 cells, MMTV-luciferase reporter, dexamethasone, overnight; in the data active = activation above about 7.8%;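 note: 0% = vehicle wells and 100% = reference activator wells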
PLC-gamma1 inh: inhibitors of human phospholipase C gamma1; purified PLC-gamma1, fluorogenic substrate, fluorescence; actives 0.84% (n = 370,000); P19174; inhibition, % at 12.2 µM; in the data active = inhibition above about 9.5%
ssDAF-12 act: activators of S. stercoralis DAF-12 nuclear receptor | HEK293 ssDAF-12/GRIP1 lit1-tk-luc reporter, luminescence; % of 3 µM dafachronic acid response | activation, % at 6.8 µM | actives 1% (n = 370,000);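 active = activation above the mean over all tested compounds plus 3 SD, cut at about 0.9% in these data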;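 note: 0% = DMSO-only wells and 100% = 3 µM delta7-dafachronic acid wells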
hcDAF-12 act: activates DAF-12 receptor from parasite H. contortus. actives 1.4% (n = 370,000). AID 652067. HEK293 hcDAF-12 lit1-tk-luc reporter, luminescence; 0% DMSO, 100% Δ7-dafachronic acid. activation, % at 6.8 µM;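 active = activation above the mean of all tested compounds plus 3 SD, cut at about 5.5% in these data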;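 note: 100% = response to 3 µM Δ7-dafachronic acid high control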
hgDAF-12 ag: agonists of H. glycines DAF-12 nuclear receptor; activation, % at 6.8 µM; actives 1.8% (n = 370,000); HEK293 GAL4-hgDAF12 UAS-luciferase reporter, agonist luminescence; normalized to butyrate control; AID 687014;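 active = activation above a cutoff set at the mean of all screened compounds plus 3 SD, cut at about 10% in these data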;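 note: 0% = DMSO wells and 100% = sodium butyrate wells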
Rev-erbA mod: modulates human Rev-erb alpha binding to DNA | activity, % at 10 µM | Rev-erbα–FITC-DNA binding, fluorescence polarization, 90 min | actives 0.79% (n = 370,000) | P20393 | AID 1259318;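 active = activity above about 14%, limit read from the data; passing the limit was not always enough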;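 note: 0% = DMSO wells with 35 nM protein and 100% = DMSO wells with 750 nM protein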
DAX1 inh-2: DAX1 (NR0B1) inhibition, primary screen. AID 652010. HEK293T StAR-luciferase reporter, SF-1/DAX-1 repression relief. actives 1.1% (n = 370,000). inhibition, % at 6.8 µM;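 active = inhibition above the mean over all tested compounds plus 3 SD, cut at about 3.6% in these data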;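 note: 0% = DAX-1 cells with DMSO and 100% = cells lacking DAX-1 with DMSO; higher inhibition means more luminescence from relief of DAX-1 repression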
MBD2 inh: MBD2-methylated oligo binding inhibition; AID 686964; Q9UBB5; inhibition, % at 4.4 µM; TR-FRET, MBD2 binding to methylated oligonucleotide; actives 0.31% (n = 370,000); in the data active = inhibition above about 13%
Target sequence (Q9UBB5 whole entry, looked up): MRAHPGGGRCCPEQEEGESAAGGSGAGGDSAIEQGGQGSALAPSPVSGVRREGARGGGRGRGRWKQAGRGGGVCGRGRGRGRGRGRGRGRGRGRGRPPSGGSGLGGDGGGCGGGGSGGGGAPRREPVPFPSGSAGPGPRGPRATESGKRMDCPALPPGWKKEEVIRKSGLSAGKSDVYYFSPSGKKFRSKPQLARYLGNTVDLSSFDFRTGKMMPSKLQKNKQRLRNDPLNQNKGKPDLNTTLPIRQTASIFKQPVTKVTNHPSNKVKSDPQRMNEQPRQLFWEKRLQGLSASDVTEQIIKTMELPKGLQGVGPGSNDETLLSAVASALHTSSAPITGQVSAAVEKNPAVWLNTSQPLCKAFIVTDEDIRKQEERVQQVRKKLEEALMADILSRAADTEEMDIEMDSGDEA
PLC-beta3 inh: PLC-beta3 (human) inhibition, primary screen; inhibition, % at 12.2 µM; Purified PLC-beta3, fluorogenic substrate, fluorescence; AID 720704; actives 0.18% (n = 370,000); Q01970; in the data active = inhibition above about 11%;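 note: 0% = median of compound wells on plate and 100% = full blocker control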
ADAM17 inh: inhibitors of human ADAM17. P78536. recombinant ADAM17, EDANS/DABCYL FRET peptide cleavage. inhibition, % at 6.95 µM. actives 0.83% (n = 370,000);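 active = inhibition above the mean of compounds lying between control limits plus 3 SD, set per campaign, cut at about 8.5% in these data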;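 note: 0% = DMSO-only wells as the low control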
Target sequence (P78536 215-824 limits assumed): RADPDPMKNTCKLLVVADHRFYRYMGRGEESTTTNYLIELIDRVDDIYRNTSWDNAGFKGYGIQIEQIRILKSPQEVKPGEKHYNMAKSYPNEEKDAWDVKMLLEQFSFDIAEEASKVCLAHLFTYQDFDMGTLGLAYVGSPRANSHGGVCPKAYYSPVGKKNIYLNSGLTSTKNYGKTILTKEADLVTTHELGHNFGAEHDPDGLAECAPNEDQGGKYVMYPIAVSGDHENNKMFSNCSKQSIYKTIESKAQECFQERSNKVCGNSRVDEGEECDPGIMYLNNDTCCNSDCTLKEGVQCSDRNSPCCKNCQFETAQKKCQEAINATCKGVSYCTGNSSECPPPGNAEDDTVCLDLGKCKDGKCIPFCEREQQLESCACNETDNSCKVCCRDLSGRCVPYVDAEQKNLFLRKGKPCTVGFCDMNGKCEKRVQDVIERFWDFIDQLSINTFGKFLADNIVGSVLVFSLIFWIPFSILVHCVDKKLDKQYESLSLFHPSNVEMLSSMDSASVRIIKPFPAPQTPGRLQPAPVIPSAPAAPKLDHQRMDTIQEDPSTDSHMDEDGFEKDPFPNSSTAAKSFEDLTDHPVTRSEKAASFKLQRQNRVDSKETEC
* = called active by the depositor; x = no result given.

Sample of the layout, 2 compounds:
Compound	DAX1 inh-1	SMARCA2 activ	PLC-gamma1 inh	ssDAF-12 act	hcDAF-12 act	hgDAF-12 ag	Rev-erbA mod	DAX1 inh-2	MBD2 inh	PLC-beta3 inh	ADAM17 inh
CCCNC(=O)c1ccc(COc2ccc(Cl)cc2)o1	0.7	-1.5	2.3	-1.3	-1.9	-0.5	5.3	-0.3	2.3	-10.6	2.4
CCOc1ccc(CCNC(=O)c2cc3sccc3n2Cc2cccc(C)c2)cc1OCC	x	x	-1.5	-2.4	-3.5	-0.6	-5.6	x	2.4	1.9	-5.3

This part in full (from the top)
Compound	DAX1 inh-1	SMARCA2 activ	PLC-gamma1 inh	ssDAF-12 act	hcDAF-12 act	hgDAF-12 ag	Rev-erbA mod	DAX1 inh-2	MBD2 inh	PLC-beta3 inh	ADAM17 inh
CCCNC(=O)c1ccc(COc2ccc(Cl)cc2)o1	0.7	-1.5	2.3	-1.3	-1.9	-0.5	5.3	-0.3	2.3	-10.6	2.4
CCOc1ccc(CCNC(=O)c2cc3sccc3n2Cc2cccc(C)c2)cc1OCC	x	x	-1.5	-2.4	-3.5	-0.6	-5.6	x	2.4	1.9	-5.3
O=C(CN1C(=O)NC(c2ccccc2)(c2ccccc2)C1=O)NCc1ccc(F)cc1	-0.4	0.5	2.3	-1.4	-1.5	2.2	-0.2	-0.7	-0.1	6.1	0.8
COc1cccc(C(=O)NC(=S)Nc2nnn(C)n2)c1	1.8	0.2	0.0	-1.2	-1.8	1.1	-0.2	0.3	-2.6	4.2	-1.8
COc1cc(/C=N/NC(N)=O)cc(Br)c1OCc1ccc(C)cc1	0.0	-0.4	3.3	-0.8	-2.3	-2.7	0.8	-0.7	-4.5	-1.9	-0.1
COc1ccc(Cc2cnc(N)s2)cc1	-0.9	-1.1	-3.2	-2.1	-0.1	0.9	3.1	-0.1	-0.4	-11.3	-1.6
Cc1ccc(/C=N/NC(=O)Cc2ccc(O)cc2)s1	0.3	-1.3	1.4	-0.9	0.1	3.5	1.8	1.6	0.0	-0.3	-2.9
CSc1nc(Cc2ccc(Cl)cc2)nc2ccccc12	-0.4	2.5	-4.4	-1.3	-1.0	-0.9	7.5	-0.7	-5.8	-5.6	0.2
COc1ccc(CNC(=O)CCCn2nc(C)n3c(cc4sccc43)c2=O)cc1	0.1	1.4	4.0	-1.5	-0.6	0.5	-5.7	0.4	-2.5	-2.4	8.3
Cc1ccc(OCCNC(=O)/C=C/c2ccc([N+](=O)[O-])cc2)cc1C	1.7	-0.4	1.1	-1.6	0.2	0.1	7.8	-0.2	-6.1	2.5	5.4
Clc1c(CSc2nc3ccccc3o2)nc2sccn12	3.0	1.1	3.1	0.5	4.6	24.4*	-0.8	4.1*	-0.2	-1.4	-5.9
CN(C)c1ccc(/C=C(/NC(=O)c2ccccc2)C(=O)NCCN2CCOCC2)cc1	-0.2	-1.8	-18.5	-1.4	-0.8	-1.7	-0.2	-1.8	-3.7	-25.1	-1.7
CC(=O)Nc1sc2c(c1C#N)CCCCC2	0.3	0.6	6.3	-1.3	-0.8	1.4	0.3	-0.3	-2.7	-0.6	-0.6
NC(=O)CCC(NC(=S)Nc1ccccc1)C(=O)O (centres undefined)	-1.2	-3.5	-0.4	-2.2	-0.8	-1.0	-8.0	0.1	-0.1	-6.2	-5.4
Cc1nc(NC(=O)COc2ccccc2)sc1C(=O)Nc1cccc(Cl)c1	0.9	2.4	2.1	-0.8	0.6	2.4	16.8	-0.1	-5.0	-2.5	4.2
COc1ccccc1/C=C/C(=O)OCCCN(C)C	-0.6	4.7	-34.5	-1.0	-0.6	0.8	4.8	-0.4	1.1	-41.0	-33.0
Cc1cccc(CCNC(=O)CCc2nnc(CCc3ccccc3)o2)n1	0.0	-0.6	4.1	-0.8	1.5	3.6	-2.6	-0.1	3.8	-2.6	-1.9
O=C(COc1ccc2c(c1)OCO2)NCc1cccs1	2.9	-3.6	3.8	-1.5	-0.3	4.3	-3.1	-0.3	3.9	-4.1	-6.1
COc1ccc(CNc2nc(SCc3cc(=O)n4cc(Cl)ccc4n3)nc3ccccc23)cc1	-0.7	-1.7	-2.5	-0.6	1.6	-4.0	-1.6	0.1	-4.7	-1.0	3.1
CCN(CC)S(=O)(=O)c1ccc(Cl)c(NC(=O)COC(=O)C2CCCCC2)c1	-0.4	-1.5	3.6	-1.1	0.3	0.5	0.4	-0.9	-1.2	0.5	-1.6
O=C(COC(=O)COc1ccccc1)Nc1ccccc1OC(F)F	0.1	0.8	0.6	-1.3	-1.7	0.1	1.8	-0.3	-1.5	1.7	-5.3
O=C(O)CCC(=O)N1CCc2c([nH]c3ccccc23)C1C(F)(F)F (centres undefined)	-0.8	-1.9	3.3	-0.6	-1.5	1.4	-0.6	-0.3	2.9	-0.8	-0.6
CCOC(=O)c1[nH]c2cc3c(cc2c1NC(=O)CN1CCC(C)CC1)OCO3	-1.1	-3.9	-155.3	-1.1	-1.6	1.2	-1.1	-0.9	4.0	-202.6	-154.0
Cc1cc(C)nc(SC2CCCCC2O)n1 (centres undefined)	1.1	0.3	2.0	-0.6	5.8*	3.6	-3.9	1.4	-0.8	4.1	-1.5
N=c1sccn1CC(=O)Nc1cc(S(=O)(=O)N2CCCC2)ccc1Cl	0.1	-2.8	1.3	-0.8	-1.1	1.2	0.9	0.7	3.6	-8.8	-5.0
COCCN(C(=O)COC(=O)Cc1cccc(OC)c1)c1c(N)n(CC(C)C)c(=O)[nH]c1=O	-0.2	1.7	4.5	-1.4	-0.8	-1.6	-5.1	0.3	1.3	-5.7	-2.1
N/C(CSc1ccc(Cl)cc1)=N\NC(=O)c1ccncc1	-0.6	-0.3	1.2	-1.7	0.6	-2.9	6.8	0.3	-2.7	0.4	0.3
O=[N+]([O-])c1cccc(CSc2nnc(Cc3ccccc3)n2-c2ccc(F)cc2)c1	-0.1	-3.6	4.2	-1.6	-1.9	-2.5	0.5	0.0	-3.0	3.4	3.1
Nc1cc(=O)[nH]c(SCc2ccc(Cl)cc2)n1	-1.4	-1.3	1.3	-1.9	-2.0	-2.6	1.7	-1.2	6.7	2.3	0.8
Cc1cc(C)cc(NC(=O)OC2CCC23CCCCC3)c1 (centres undefined)	x	-2.6	1.0	-1.3	0.9	2.4	1.6	-1.4	1.3	4.1	2.1
C[C@@]12C(=O)Nc3ccc(Cl)cc3C(=O)N1[C@H]1c3cc(Br)ccc3OC[C@@H]1[C@@H]2c1ccccc1	-0.1	-0.1	-3.4	-0.7	0.6	0.6	3.0	-0.6	-1.0	-5.8	5.5
O=C(CNC(=O)c1ccccc1Br)NCC(c1ccco1)N1CCCCC1 (centres undefined)	-1.1	-0.2	-2.4	-1.1	-1.0	1.4	1.7	1.2	-4.8	-7.3	-0.7
Fc1ccccc1COc1ccc(C(=S)N2CCCC2)cc1	0.8	2.2	5.7	-1.7	-2.4	-2.8	-1.1	-0.1	2.5	-2.1	1.9
CC(=O)NNC(=O)c1nc(-c2ccccc2)c(C)o1	-0.4	0.5	2.0	-1.1	-1.8	-0.7	3.3	-0.1	-1.1	-2.4	-3.0
COCCNC(=O)C1(C)CCCN(C(=O)c2ccc(C(F)(F)F)cc2)C1 (centres undefined)	x	-2.8	-0.7	-0.7	0.8	-0.8	1.6	-0.1	-2.3	0.8	-5.9
O=C(O)c1ccccc1C(=O)Nc1cc(C(F)(F)F)ccc1N1CCCC1	0.1	-3.3	10.4*	-1.0	0.3	-2.1	0.5	0.5	-2.0	2.6	10.3*
CC(C)C[C@H](NC(=O)CC1CCCC1)C(=O)N1CCC[C@H]1C(=O)NCc1ccccc1	x	-1.1	3.0	-0.9	-2.0	-4.7	3.6	-0.4	5.5	-6.3	-3.5
CCn1c(=O)c(C(=O)Nc2ncccc2C)c(O)c2ccccc21	-0.1	-1.0	-2.2	-1.0	1.2	-2.1	4.0	-0.3	-5.8	0.6	-0.9
CCCNC(=O)Cn1nc([N+](=O)[O-])c([N+](=O)[O-])c1C	0.0	-0.3	1.8	-1.4	-0.8	-0.2	-5.8	-0.7	0.4	1.1	-0.6
COc1ccc(S(=O)(=O)N(C)c2ccc(C(=O)Nc3cccnc3)cc2)cc1	0.6	-2.5	1.8	-1.3	-2.9	0.8	0.4	1.1	0.0	-5.8	0.8
O=C(OCCOc1cccc(Cl)c1)c1cc(S(=O)(=O)N2CCOCC2)ccc1F	-1.4	-1.0	-1.8	-1.2	-2.0	0.3	0.7	-0.4	-1.2	-5.0	10.3*
COCCCNC(=O)C[C@H]1C[C@H](C(=O)N2CCCCC2)[C@@]2(C)c3[nH]c4ccc(Cl)cc4c3CCN2C1=O	1.9	-2.1	0.4	-0.6	-1.3	-1.4	1.4	0.1	4.9	-2.7	0.6
COc1ccc([N+](=O)[O-])cc1-c1[nH]c(-c2ccc(C(=O)O)cc2)nc1-c1ccccc1	0.1	0.1	0.8	-0.6	-1.6	-1.2	3.3	-0.4	-4.0	-7.1	-0.5
COC(=O)c1ccc(C(=O)OC)c(NC(=O)Cc2cccs2)c1	0.4	-1.6	-36.5	-1.1	-0.3	0.6	-20.7	-1.1	16.2*	-56.9	-45.1
COc1ccc(CCNC(=O)Cn2cnc3c(cnn3-c3ccccc3Cl)c2=O)cc1OC	0.4	4.7	3.4	-0.6	-2.1	1.0	-6.2	-1.3	-4.8	4.3	2.7
c1ccc(-c2cc3c(N4CCCC4)ncnc3s2)cc1	0.2	2.8	0.0	-1.1	-1.4	-0.7	-2.8	-0.4	0.5	-0.2	-18.1
Cc1ccc(NS(=O)(=O)c2ccc(NC(=O)c3cccc(NC(=O)C(C)C)c3)cc2)cc1	-2.0	-1.6	-1.8	-1.8	-3.0	-3.6	-2.8	-1.2	-1.3	-1.5	6.2
COc1ccc(NS(=O)(=O)c2cccc(C(=O)N/N=C(/C)c3ccc(-n4ccnc4)cc3)c2)cc1	-0.8	-3.1	-3.1	-1.3	0.3	1.0	-4.4	0.6	5.2	-6.5	-3.0
CCN=C1SC(CC(=O)NCCc2ccc(OC)cc2)C(=O)N1CC (centres undefined)	1.1	-1.1	-4.3	-1.5	-1.9	0.6	-1.8	0.6	4.0	-2.7	-5.3
Nn1cnc2scc(-c3cccs3)c2c1=O	0.3	-3.8	-1.9	-1.1	0.7	0.3	0.8	-0.3	-3.5	-1.8	-2.4

New compounds follow
Compound	DAX1 inh-1	SMARCA2 activ	PLC-gamma1 inh	ssDAF-12 act	hcDAF-12 act	hgDAF-12 ag	Rev-erbA mod	DAX1 inh-2	MBD2 inh	PLC-beta3 inh	ADAM17 inh
CCOC(=O)c1ccc(NC(=O)C2=C(C)Nc3nc(CCCO)nn3C2c2ccc(OC)cc2)cc1 (centres undefined)	-1.2	-2.1	2.0	-1.3	-1.1	-2.4	8.1	0.6	3.1	-1.1	1.3
COc1ccc(C2=NOC(C(=O)Nc3cc(C)on3)C2)cc1 (centres undefined)	2.5	-0.1	1.1	-1.8	1.9	0.9	3.6	-0.1	-7.2	2.6	0.1
CC(C)CN1CCC(=O)N([C@H](COc2ccccc2)c2ccccc2)CC1	2.6	0.9	1.7	-1.0	-0.9	0.2	-1.3	0.3	-6.2	2.7	1.6
Cc1nc(C)c(CC(=O)N/N=C/c2ccc(O)cc2)c(=O)[nH]1	2.5	-2.3	-2.1	-1.4	-1.7	1.2	-1.7	0.1	-6.1	-1.1	-1.8

Source: PubChem
